# hERG WT inh – KCNH2 (human, wildtype) channel inhibition. 340,000 compounds, 0.37% hits. activity change, % at 1.84 µM. AID 720551. U2OS, BacMam KCNH2, thallium flux FluxOr; stronger effect = lower value. Q12809;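 active = maximum activity change below -70%; inconclusive = maximum activity change between -70% and -50%; inactive = maximum activity change above -50%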; also: % is scaled to controls: 0 for no effect and ±100 for the full control effect
#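 U2OS cells transduced with wild-type KCNH2 virus are loaded with FluxOr dye for 45 min, and thallium flux is measured in kinetic reads before and after stimulation buffer. Rate constants are normalized to DMSO controls.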
# S-ASM inh – human S-ASM enzyme inhibition | P17405 | placental ASM, HMU-PC fluorogenic substrate, 60 min | Potency, µM (top dose mostly 57.5 µM), without a hit: top-dose activity change, negative = inhibition, most hits filed as inhibitors | 340,000 compounds, 0.006% hits | AID 504937; also: potency is read from the fitted curve at half-maximal effect
#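 HMU-PC0 cleavage (9 uM final) by human placental ASM, 60 min at 37 °C following 10 min compound exposure at RT; stopped at pH 10, fluorescence Ex 386/Em 447 nm.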
# CXXC DNA block – inhibitors of human MLL CXXC domain-DNA interaction. MLL-CXXC / FITC-HOXA9 DNA fluorescence polarization. Q03164. 290,000 compounds, 0.037% hits. AID 2662. Potency, µM (highest dose often 115 µM), without a hit: at the top dose activity change, negative = inhibition, most hits filed as inhibitors; active = well fitted inhibition curve with a large enough effect in the polarisation, with a control signal flat, not every such curve was filed as active; inconclusive = small, poorly fitted or top-dose-only effect, or effect the other way, or a change in a side signal; inactive = no such curve, though single readings can be large or run the other way; the % refers to the polarisation; also: potency is read from the fitted curve at half-maximal effect
#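 Fluorescence polarization: 7 uM MLL-CXXC (stock) preincubated 5 min with compounds, then 50 nM fluorescein-HOX-A9 DNA (stock) added; 30 min ambient. Buffer 50 mM Tris-HCl pH 7.5, 50 mM NaCl, 1 mM DTT, 0.05% BSA.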
# KCNH2 3.1 block – inhibitors of human KCNH2 3.1 potassium channel isoform | 340,000 compounds, 0.95% hits | U2OS KCNH2 3.1, thallium flux FluxOr; stronger effect = lower value | activity change, % (tested at about 1.8 µM) | AID 720553;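 active = maximum activity change below -70%; inconclusive = maximum activity change from -70% to -50%; inactive = maximum activity change above -50%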;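 also: thallium influx rate constant from kinetic fluorescence after stimulation buffer; % is scaled to controls: 0 for no effect and ±100 for the full control effect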
#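 Kinetic fluorescence (2 min after stimulation buffer) measures Tl+ influx through KCNH2 3.1 expressed by viral transduction in U2OS cells; the rate constant is normalized against DMSO controls serving as positive and negative references.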
# MBNL1-CUG inh – MBNL1-poly(CUG) RNA binding inhibition | 280,000 compounds, 0.036% hits | TR-FRET MBNL1-His/biotin-(CUG)12 binding, 665/545 ratio | AID 2675 | Potency, µM (doses to about 57.5 µM), inactives show top-dose activity change, negative = inhibition, most hits filed as inhibitors; active = well fitted inhibition curve with a large enough effect in the signal ratio, with a control signal flat, not every such curve was filed as active; inconclusive = small, poorly fitted or top-dose-only effect, or effect the other way, or a change in a side signal; inactive = no such curve, though single readings can be large or run the other way; the % refers to the signal ratio; also: potency is read from the fitted curve at half-maximal effect; % is scaled to controls: 0 for no effect and ±100 for the full control effect
#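 Inhibition of protein-RNA binding appears as loss of TR-FRET between terbium anti-His antibody on MBNL1-His and streptavidin-XL665 on biotin-(CUG)12. Activity is normalized to buffer-only and uninhibited-complex controls.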
# AT treatment – candidate therapy for ataxia-telangiectasia; 320,000 compounds, 0.19% hits; Potency, µM (series often up to 57.5 µM), for the others: at the top dose activation, actives largely listed as activators; […] A-T fibroblasts, KAP-1 phosphorylation AlphaLISA; neocarzinostatin DNA damage 30 min before lysis; also: potency is read from the fitted curve at half-maximal effect; % of control where 0% means no effect; nearly all actives have a fitted effect of over 45% in size
#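 hTERT-immortalized A-T patient fibroblasts ([…]), 500 cells/well in OPTI-MEM, 1% FBS, got compounds for 60 min, then NCS for 30 min at 37C. Lysates were then assayed for phospho-KAP-1 by AlphaLISA (anti-pKAP1 donor, anti-KAP1 acceptor beads), 6 hr at 25C.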
# a7 integrin act – integrin-mediated muscular dystrophy alleviation activation; alpha7betagal myoblasts, beta-gal FDG fluorescence, 48 h; Potency, µM (titrated, usually from 38.3 µM), for inactives: top-dose activation, usual class: activators; 350,000 compounds, 0.064% hits; AID 624291;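 also: potency is read from the fitted curve at half-maximal effect; 100% = response of the positive control SU9516; nearly all actives have a fitted effect of over 60% in size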
#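 Alpha7betagal+/- myoblasts (passage 13) were plated 16-24 hr, then exposed to compounds (1:260 dilution of DMSO stock) for 48 hours at 37C. After MPER lysis, β-galactosidase reporter activity was read as FDG fluorescence (ex 480/em 540) after 30 minutes.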
# TRPV1 ag – human TRPV1 agonism; Q8NER1; TRPV1-expressing cells, Fluo-8 calcium influx, agonist mode; activation, % at 8.33 µM; 320,000 compounds, 0.19% hits; AID 540275; in the data active = activation above about 80%; inconclusive = between about 30% and that limit; also: 0% is about no effect
#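 Fluo-8 calcium influx in TRPV1-expressing cells, kinetic read (ex 480/em 520 nm). Compound added and read 3 min for agonist activity, followed by capsaicin at EC20 final and 2 min further read for enhancement.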
# Coupling enz – coupling enzyme interference in Giardia aldolase counter-screen; coupling enzyme system counterscreen, AmpLite Red fluorescence; AID 2472; 290,000 compounds, 0.67% hits; activity change, negative = inhibition, % at 58.2 µM, hits read low; in the data active = activity change below about -30%; also: % is scaled to controls: 0 for no effect and ±100 for the full control effect
#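 Counterscreen of the coupled detection system alone, without aldolase: glyceraldehyde-3-phosphate coupling enzymes plus AmpLite Red readout. Compounds at 57.5 uM final, 10 min RT preincubation, 20 min RT reaction, fluorescence 525/598 nm.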
# GALK inhibitor – inhibitors of human galactokinase. Potency, µM (top dose mostly 57.5 µM), without a hit: at the top dose activity change, negative = inhibition, hits mostly inhibitors. Purified GALK, Kinase-Glo residual ATP luminescence. P51570. AID 1868. 270,000 compounds, 0.007% hits; also: potency is read from the fitted curve at half-maximal effect; % is scaled to controls: 0 for no effect and ±100 for the full control effect
#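 Kinase-Glo Plus luminescence measured ATP left after a 1 h room-temperature reaction. The reaction used 5 nM GALK, 100 uM galactose and 35 uM ATP at pH 8.0 (20 mM HEPES, 5 mM MgCl2, 60 mM NaCl, 1 mM DTT, 0.01% BSA).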
# Active calls of the source: *; ? = inconclusive; . = not tested or not shown; & = joins results of further samples; [ ] = dose if it differs, or a comment. Unless noted, calls follow the shape of the dose curve; as a rule, active = well fitted curve in the direction sought with a large enough effect; inconclusive = small, poorly fitted or top-dose-only effect, or another doubt; inactive = no such curve, though single readings can be large; an effect the other way counts as inactive or inconclusive.
molecule	hERG WT inh	S-ASM inh	CXXC DNA block	KCNH2 3.1 block	MBNL1-CUG inh	AT treatment	a7 integrin act	TRPV1 ag	Coupling enz	GALK inhibitor
COc1cc(C(=S)N2CCN(C(c3ccccc3)c3ccccc3)CC2)cc(OC)c1O	-7.7	-15.9%	10.7%	-16.3	9.0%	2.3%	-4.1%	11.6	-2.6	1.3%
Cc1ccc(NC(=O)COC(=O)COc2ccc3ccc(=O)oc3c2)cc1[N+](=O)[O-]	1.9	-1.7%	.	3.3	.	-0.1%	-0.9%	0.8	.	.
CC(C)Cn1c2c(c(O)c(C(=O)Nc3ncccc3O)c1=O)CCCC2	29.1	-6.7%	-11.6%	0.9	1.9%	-15.3%	-35.1%	9.9	-37.0*	-0.3%
Cc1ccc2occ(/C=N/NC(=O)c3ccccc3O)c(=O)c2c1	13.5	1.0%	?	9.1	1.4%	6.3%	-11.2%	1.5	1.3	3.5%
Cc1cccc(CN2CCN(CC(=O)NCCCN3CCCC3=O)C2=O)c1	1.9	-0.1%	3.6%	-21.1	4.6%	6.6%	0.7%	2.0	-0.7	0.9%
O=C(N/N=C/c1cc(O)ccc1Br)c1cccnc1	-1.9	0.5%	266.1%[activator]	8.8	147.2%[activator]	-13.3%	?	15.0	5.5	-0.5%
Cc1ccc2nc(SCc3ccccc3)c(C=O)c(=O)n2c1	-0.6	-1.2%	8.9%	9.7	17.8%	3.7%	-19.5%	9.3	0.6	-5.7%
Cc1cccc(C(=O)N2CCCC(Nc3ccc(F)c(F)c3)C2)n1 (configuration not stated)	3.2	-1.4%	-8.8%	32.7	2.3%	0.6%	9.6%	?	.	-4.1%
O=S(=O)(Nc1ccc(-c2nc3cccnc3s2)cc1)c1cccs1	4.5	.	14.4%	-10.0	7.5%	23.9%	-4.5%	5.8	-0.6	0.4%
Cc1cc(N/N=C\c2ccccc2)nc(-c2ccccc2O)n1	-0.1	-14.6%	1.8%	-1.0	3.5%	1.4%	-9.0%	27.6	-3.6	-2.9%
O=Cc1cn(CC(=O)Nc2ccccc2)c2ccccc12	5.6	-0.5%	1.3%	4.5	2.9%	-4.0%	3.3%	-0.4	-0.1	2.6%
O=C(Nc1ccc(N2CCCC2)cc1)c1cc([N+](=O)[O-])ccc1N1CCOCC1	-11.6	-8.3%	-4.4%	18.4	?	-8.3%	?	-7.9	1.1	3.3%
CCCOC(=O)NC1CCS(=O)(=O)C1 (configuration not stated)	-6.7	2.3%	-6.7%	3.8	-4.7%	-8.1%	22.8%	-0.7	2.1	.
COC(=O)[C@@H]1C[C@H]2CC[C@H](O)C[C@H]2N1Cc1ccc(Cl)cc1	-49.9	4.5%	-0.3%	2.0	0.7%	-3.2%	-12.8%	0.0	1.4&4.0	-1.7%
CC1CCC(NC(=O)c2cc3c(=O)n(C)c4ccccc4c3n2C)CC1 (configuration not stated)	-1.4	-19.0%	9.2%	-11.8	-5.9%	7.9%	-5.4%	1.9	3.5	1.3%
Cc1[nH]c(=O)[nH]c(=O)c1S(=O)(=O)N1CCOCC1	-11.2	-0.1%	-2.4%	6.1	-0.9%	-7.4%	18.4%	-0.8	-2.6	5.6%
CC(=C/c1ccccc1)/C=N/NC(=O)c1cc(C)oc1C	7.2	-1.9%	-7.9%	-1.5	1.1%	1.0%	16.9%	3.5	-0.5	-0.2%
c1ccc(C2CC(c3ccccc3)C(c3ccccc3)N2)cc1 (configuration not stated)	-13.0	-2.0%	-0.8%	9.6	-2.5%	8.1%	-1.2%	9.1	1.2	0.0%
Cc1occc1C(=O)N/N=C/c1ccc(-c2ccccc2)cc1	-5.4	-7.1%	3.2%	-27.0	-1.7%	-2.6%	?	5.4	-5.8	28.9%
O=C1NCC(O)=C1C=NCCCO	-9.8	2.2%	1.8%	-8.8	-2.1%	-2.2%	26.2%	-1.5	1.5	0.0%

# New compounds follow.
molecule	hERG WT inh	S-ASM inh	CXXC DNA block	KCNH2 3.1 block	MBNL1-CUG inh	AT treatment	a7 integrin act	TRPV1 ag	Coupling enz	GALK inhibitor
COc1ccc(-c2c(C#Cc3ccsc3)c3cc(-c4ccc5c(c4)OCCO5)ccc3n2C)cc1	-20.3	202.0%[activator]	.	-20.8	.	2.9%	22.3%	.	.	.
CC(C)(C)C(=O)Nc1cc(S(=O)(=O)Nc2ccc(Cl)cc2)ccc1O	-6.1	-3.1%	-4.9%	-1.9	2.9%	-0.9%	-8.7%	-3.6	0.2	-1.2%
COc1ccc(Cc2nnc(-c3ccc(F)cc3)o2)cc1OC	-7.8	2.6%	-8.9%	10.5	-9.9%	11.2%	6.1%	6.7	0.3	-0.2%
COc1cc(C=O)cc(Br)c1OCC(N)=O	-1.9	5.2%	3.1%	-11.5	2.7%	1.2%	-30.1%	-2.3	0.4	-1.9%
O=C(Nc1ccccc1)OCCOc1ccccc1Br	-7.0	-14.0%	-1.5%	-22.2	-7.2%	1.5%	11.4%	?	0.6	1.4%
COCCCNc1nc2ccccc2nc1NS(=O)(=O)c1cccc(C)c1	26.3	16.2%	-2.5%	10.6	12.4%	2.9%	44.1%	0.7	4.8	.
Cc1ccc(NC(=O)CN2C(=O)CC(C)S(=O)(=O)c3ccccc32)cc1 (configuration not stated)	-5.4	2.5%	-3.6%	4.9	-4.7%	-5.8%	21.9%	-1.7	-0.6	-3.3%
CCc1nnc(NC(=O)Cn2ccc(C(F)(F)F)n2)s1	1.6	3.5%	-9.4%	11.2	-3.6%	12.6%	9.3%	-1.6	1.0	4.3%
CCN(CC)C(=O)CC(c1ccc(N(C)C)cc1)c1c(OC)cc(OC)c2c(-c3ccccc3)cc(=O)oc12 (configuration not stated)	.	-6.8%	5.6%	.	2.1%	24.3%	-39.6%	7.9	-0.7&1.7	-1.4%
O=C(NCc1ccc(Cl)c(Cl)c1)c1ccco1	-5.5	0.2%	12.6%	1.3	?	2.7%	-4.5%	?	3.2	-0.2%
CC(/C=C1\SC(=S)N(CCC(=O)Nc2cccc(C(=O)O)c2)C1=O)=C\c1ccccc1	0.8	-2.9%	38.5%[activator]	-0.2	9.9%	-0.7%	?	-0.4	1.1	-12.0%
CCOC(=O)C1=C(C)NC(C)=C(C(=O)OCC)C1C(=O)OCC(=O)N1CCc2ccccc2C1	-8.3	22.9%	-7.6%	-14.9	-6.7%	-0.4%	-6.2%	2.4	-0.8	-0.7%
CSc1ncc(Cl)c(C(=O)Nc2cccc3ccccc23)n1	-5.2	2.7%	-7.6%	7.4	-3.7%	-1.4%	?	-6.8	0.0	0.3%
CCNc1c(NS(=O)(=O)c2ccc(C3CCCCC3)cc2)c(=O)oc2ccccc12	-1.3	-1.1%	?	5.8	3.2%	15.5%	11.5%	4.4	0.9	-1.9%
Cc1c(Cl)cccc1NC(=O)c1cccc(NC(=O)CCC(=O)O)c1	-6.7	3.3%	-3.2%	-24.0	-4.6%	1.6%	10.8%	0.2	2.2	0.7%
CCn1c(SCc2ccccc2)nc2c1c(=O)[nH]c(=O)n2C	0.7	-0.9%	0.3%	0.8	-4.3%	-2.0%	-8.5%	2.8	1.8	4.8%
Cc1ccccc1NC(=S)N(CCc1c(C)[nH]c2ccc(F)cc12)Cc1cccnc1	.	-2.7%	1.7%	-15.4	2.6%	0.0%	-10.4%	-0.4	2.2	-0.5%
CCN1CCN(S(=O)(=O)c2c(C)[nH]c(C)c2C(=O)N2CCCCC2)CC1	-0.5	8.3%	51.2%[activator]	11.6	-4.3%	-7.0%	0.0%	-3.1	-2.8	-4.1%
Cc1ccc(NC(=O)/C=C/c2ccc3c(c2)OCO3)nc1	1.7	3.1%	-4.0%	-9.8	-2.5%	1.4%	27.6%	8.3	-0.9	0.3%
CCOC(=O)C1=C(CN2CCCCCC2)NC(=O)NC1c1cccc([N+](=O)[O-])c1 (configuration not stated)	4.5	-1.3%	-6.2%	5.1	.	2.6%	-19.8%	-13.9	-10.1	-2.6%

# Reprinted at random: two compounds from above
molecule	hERG WT inh	S-ASM inh	CXXC DNA block	KCNH2 3.1 block	MBNL1-CUG inh	AT treatment	a7 integrin act	TRPV1 ag	Coupling enz	GALK inhibitor
Cc1c(Cl)cccc1NC(=O)c1cccc(NC(=O)CCC(=O)O)c1	-6.7	3.3%	-3.2%	-24.0	-4.6%	1.6%	10.8%	0.2	2.2	0.7%
CC(/C=C1\SC(=S)N(CCC(=O)Nc2cccc(C(=O)O)c2)C1=O)=C\c1ccccc1	0.8	-2.9%	38.5%[activator]	-0.2	9.9%	-0.7%	?	-0.4	1.1	-12.0%

# Source: PubChem BioAssay
